Casp6 inh: caspase-6 (human) enzyme inhibition; P55212; purified caspase-6, Z-VEID-R110 cleavage fluorescence; inhibition, % at 12.5 µM; 350,000 compounds, 0.53% hits; AID 686996;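 active = mean inhibition across replicates at least about 35%, with every replicate also reaching that limit, limit read from the data; inconclusive = only one of the two criteria met; inactive = neither criterion met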;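 also: 0% = median of neutral control wells and 100% = no fluorescence left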
Target sequence (P55212 24-179 limits assumed): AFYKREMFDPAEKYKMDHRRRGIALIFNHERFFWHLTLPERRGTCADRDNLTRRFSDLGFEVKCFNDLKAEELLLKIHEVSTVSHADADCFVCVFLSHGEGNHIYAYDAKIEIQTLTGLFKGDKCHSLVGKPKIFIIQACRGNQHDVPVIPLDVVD
Target sequence (P55212 194-293 limits assumed): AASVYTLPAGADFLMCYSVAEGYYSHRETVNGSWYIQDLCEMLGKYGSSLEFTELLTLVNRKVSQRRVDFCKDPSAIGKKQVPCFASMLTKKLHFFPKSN
CFTR F508del cor: CFTR F508del correction in bronchial cells; activity (quench increase), % at 7.58 µM; 350,000 compounds, 0.36% hits; CFBE cells, YFP halide quenching; stimulated with forskolin plus potentiator P3; % fluorescence drop versus neutral controls;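 active = mean added fluorescence quench of at least 8% versus neutral control, with both replicates also reaching 8%; inconclusive = only one of the mean or replicate conditions met; inactive = mean below 8% and not both replicates reaching 8%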;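 also: cells transiently co-express mutant CFTR-F508del with the halide-sensitive YFP; corrector assay measuring rescue of mutant channel to the surface after 24 h compound exposure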
XiGFP reactiv: reactivates the inactive X chromosome in mouse fibroblasts. AID 743238. XiGFP mouse fibroblasts, % GFP-positive cells imaging, 3 d; cells co-treated with 5-aza-dC sensitizer; scaled so ellipticine positive control = 100%. activation, % at 7.58 µM. 360,000 compounds, 0.055% hits;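 active = mean normalized replicate activation at least 10% and every replicate at or above 10%; inconclusive = only one of the two criteria met; inactive = mean below 10% and not all replicates reach 10%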;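 also: 0% = median of on-plate neutral control wells and 100% = ellipticine 6 µM median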
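Schedule: 3 d treatment, 15 min room-temperature fixation; system: 68-5-11 XiGFP fibroblast line; buffer or medium: DMEM plus 5-aza-dC sensitizer; control set: ellipticine 6 µM positive control; compound: one concentration, pinned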
DENV2 CPE rescue: DENV2-induced cell death inhibition; CPE inhibition, % at 9.99 µM; AID 651640; DENV2-infected cells, cytopathic effect rescue, plate reader; 350,000 compounds, 1.7% hits; in the data active = CPE inhibition above about 20%, passing the limit was not always enough; inconclusive = no clear call, values can overlap the other calls; tested in BHK-21 cells;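 also: 0% = median of neutral control wells and 100% = median of positive control wells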
E-selectin induc: E-selectin induction on HUVECs | AID 686992 | activation, % at 7.58 µM | HUVEC E-selectin immunofluorescence imaging; normalized: neutral wells 0, TNF-alpha wells 100 | 260,000 compounds, 0.37% hits;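 active = mean E-selectin-positive cell signal at least 10% of the positive control, reached in at least 60% of replicates, without over 20% cell loss; inconclusive = no rule given, readout overlaps actives, possibly toxicity-flagged; inactive = the rest, including those meeting only one limit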;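 also: in these data hits start at about 27%; measured in HUVEC primary endothelial cells; signal is the percent of cells scored E-selectin positive by PE staining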
Target sequence (P16581 whole entry, looked up): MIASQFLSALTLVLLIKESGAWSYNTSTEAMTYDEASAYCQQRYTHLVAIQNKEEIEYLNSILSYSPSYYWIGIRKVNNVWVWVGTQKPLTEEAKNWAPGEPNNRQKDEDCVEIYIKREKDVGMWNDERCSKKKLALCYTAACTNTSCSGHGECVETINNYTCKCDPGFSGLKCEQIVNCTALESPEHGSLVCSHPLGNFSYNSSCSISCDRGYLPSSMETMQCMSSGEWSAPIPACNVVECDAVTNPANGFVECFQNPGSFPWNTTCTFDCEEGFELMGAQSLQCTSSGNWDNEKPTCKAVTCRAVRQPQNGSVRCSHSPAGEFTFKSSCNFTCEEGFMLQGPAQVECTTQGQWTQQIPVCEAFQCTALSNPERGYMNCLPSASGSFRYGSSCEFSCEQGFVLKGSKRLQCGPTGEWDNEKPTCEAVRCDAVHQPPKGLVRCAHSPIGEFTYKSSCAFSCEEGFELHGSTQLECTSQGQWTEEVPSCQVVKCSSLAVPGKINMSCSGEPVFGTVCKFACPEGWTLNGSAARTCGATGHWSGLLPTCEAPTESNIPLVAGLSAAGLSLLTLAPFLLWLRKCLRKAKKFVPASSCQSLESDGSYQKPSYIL
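Assay system: HUVEC primary endothelial cells. Input: 3,000 HUVEC seeded per well. Doses: one compound dose added by pin transfer. Read-out basis: % PE-positive cells. Benchmarks: TNF-alpha high, DMSO low. Detection: immunofluorescence imaging. Buffer or medium: EGM-2, gelatin.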
RAD54 inh: RAD54 (human) branch migration inhibition. Q92698. RAD54 Holliday junction branch migration, FAM/BHQ fluorescence. 360,000 compounds, 0.14% hits. inhibition, % at 10.4 µM;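 active = mean normalized replicate activity at least 40 and at least half of replicates scoring 40 or more; inconclusive = only one of the two criteria met; inactive = mean below 40 and under half of replicates reaching 40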;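 also: 0% = median of neutral control wells and 100% = median of positive control wells; inhibitors cause a drop in the FAM fluorescence signal; in these data hits start at about 50%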
RAD52 anneal inh: blocks human RAD52 DNA annealing; inhibition, % at 18.7 µM; 360,000 compounds, 0.46% hits; P43351; recombinant RAD52 DNA annealing, FRET fluorescence;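 active = every replicate showing at least 50% inhibition; inconclusive = mean inhibition at least 50% but not in every replicate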
INS-1E GSIS act: GLuc luminescence reporter in INS-1E cells, primary screen for activators of glucose-dependent secretion of insulin. INS-1E GLuc reporter insulin secretion, 2-3 h. AID 743287. 370,000 compounds, 0.61% hits. activation, % at 16.6 µM;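 active = lowest replicate activation of at least 40%, so every replicate reaches that level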;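 also: 0% = median of neutral control wells and 100% = median of IBMX positive control wells; some compounds called inactive have numbers as strong as hits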
* marks the source's active call; other numbers are inactive results; ? = inconclusive; . = no result given; & = joins results of further samples.

structure	DENV2 CPE rescue	RAD52 anneal inh	Casp6 inh	RAD54 inh	E-selectin induc	XiGFP reactiv	INS-1E GSIS act	CFTR F508del cor
C[C@H](CO)N1C[C@H](C)[C@@H](CN(C)S(=O)(=O)c2ccccc2)OCCCC[C@H](C)Oc2ccc(NC(=O)Nc3ccc4c(c3)OCO4)cc2C1=O	29*	-3	-3	1	0.5	0.2	-8	-1.4
COc1ccc(OC)c(CCNC(=O)C(C)n2nc(C)c3c(C)n(-c4ccc(C)cc4)nc3c2=O)c1 (centres undefined)	4	-8	0	-7	.	0.4	-26	-2.5
O=C1CSC(=S)N1/N=C/c1c(F)cccc1F	4	-32	19	8	.	0.0	-6	-1.4
C=CCn1c(-c2ccccc2)cc(SC)c(C#N)c1=O	-4	4	2	-3	.	0.0	-6	3.7
O=C(Oc1cncc(Cl)c1)c1sccc1Cl	1	4	0	7	.	-0.1	13	1.9
CN1C(=O)c2cc(NC(=O)c3ccc(Cl)cc3)ccc2OC[C@H]2O[C@@H](CC(=O)O)CC[C@H]21	.	.	.	0	0.0	0.2	11	-2.9
CC(C)CC#Cc1ccc([C@@H]2[C@H](CO)N3C(=O)CN(C(=O)Cc4cccnc4)C[C@@H]23)cc1	-8	1	.	.	-0.1	0.1	-4	-2.9
CNC[C@@H]1Oc2ccc(NS(C)(=O)=O)cc2CC(=O)N([C@H](C)CO)C[C@H]1C	?	-47	-1	-3	-0.7	0.6	21	0.0
O=C(C[C@H]1C=C[C@@H](NC(=O)c2cnccn2)[C@H](CO)O1)NCc1ccccc1F	-9	-2	1	-5	-0.2	0.0	15	1.2
CNC[C@H]1Oc2c(NC(=O)NC(C)C)cccc2C(=O)N([C@@H](C)CO)C[C@H]1C	4	-28	3	0	-1.2	0.4	13	3.7
Cc1ccc(CNC(=O)CCC(=O)N2CC(C)Oc3ccc(Cl)cc32)cc1 (centres undefined)	0	-27	-1	-18	2.4	0.2	-23	-1.1
O=C(CN(Cc1ccccc1Cl)C(=O)c1csnn1)NC1CCCC1	9	-13	-5	-6	0.0	0.4	37	0.5
O=C(CN1CCCN(Cc2ccc(F)cc2Cl)C1=O)NC1CCCCCC1	.	-9	-3	2	.	.	-61	-1.0
CCC(=O)N1[C@H](CO)[C@H](c2ccccc2)[C@@H]1CN(CC)C(=O)c1cccc(F)c1	7	-2	.	6	0.1	-0.1	1	-0.3
C[C@@H]1CN([C@@H](C)CO)C(=O)c2cc(NS(=O)(=O)c3cccs3)ccc2O[C@@H]1CN(C)C(=O)Nc1ccc(C(F)(F)F)cc1	0	-8	1	0	0.0	-1.0	-5	-1.3
O=C(NC1CCCCC1)C(c1ccc2ncccc2c1)N(Cc1ccc(F)cc1)C(=O)c1ccc2c(c1)OCCO2 (centres undefined)	3	1	3	-4	.	.	2	-0.2
O=C(c1ccc2c(c1)OCO2)N1CCCCN2[C@H](CO)[C@@H](c3ccc(-c4ccccc4)cc3)[C@@H]2C1	27*	-27	0	-5	-0.8	0.0	-6	1.1
O=C(NCc1ccco1)c1ccc(C(F)(F)F)cc1	-3	-9	10	-8	.	0.0	-17	.
N#Cc1ccccc1NC(=O)Nc1ccccc1	2	-19	-1	.	.	0.0	19	-0.8
C[C@H](CO)N1C[C@H](C)[C@H](CN(C)Cc2cccc(C(F)(F)F)c2)Oc2ncc(Br)cc2C1=O	6	1	13	-30	.	0.4	12	0.8
CCCN(C)C[C@H]1Oc2ncc(-c3cccnc3)cc2C(=O)N([C@@H](C)CO)C[C@@H]1C	20	-11	-12	-1	-0.2	-1.1	21	-2.4
O=c1c(-c2cccnc2)nc2ccccc2n1C(c1ccccn1)c1nc2ccccc2[nH]1 (centres undefined)	9	10	2	.	0.1	0.4	.	-0.2
COc1ccccc1C(=O)C1CCCN(C(=O)c2cccc(-n3cccn3)c2)C1 (centres undefined)	.	-7	4	.	-4.2	0.1	26	-0.4
C=CCN(CC=C)C(=O)C1CCN(S(=O)(=O)c2ccc(N3CCCC3=O)cc2)CC1	-4	-5	-3	-4	.	0.1	8	-3.4
Cc1cccc(C)c1NC(=O)C(c1ccnc2ccccc12)N1CCN(C)CC1 (centres undefined)	0	-2	-3	.	0.0	0.3	34	0.1
CCOc1ccc(-c2cc(CCCC(=O)NCc3ccc(C)cc3)no2)cc1	14	-4	0	-3	-2.4	0.0	-7	-1.5
O=C(O)CCCn1cc(NC(=O)c2ccc(F)cc2)cn1	.	-8	5	.	.	0.0	8	0.0
O=C(C[C@@H]1C=C[C@H](NC(=O)c2ccncc2)[C@H](CO)O1)NCC1CC1	-1	-5	0	-1	0.3	0.2	5	-1.8
COc1ccc(C(=O)NCC(=O)OCC(=O)N2CCc3ccccc32)cc1	-4	-1	1	.	3.3	0.0	11	-2.3
CC1=CC(C)(C)NC(=S)N1c1cccc(C)c1	1	3&1	-5&1	-2&-15	-0.1	-0.1	7&-8	0.3&-2.4
CCS(=O)(=O)N[C@H]1CC[C@@H](CC(=O)Nc2ccc(-c3ccccc3)cc2)O[C@@H]1CO	2	-11	1	-15	0.2	0.4	-2	-1.5
CO[C@@H]1CN(C)C(=O)c2cc(NC(=O)Nc3ccccc3F)ccc2OC[C@@H](C)N(CC2CC2)C[C@H]1C	-7	6	-2	12	0.7	-0.1	-7	-0.4
CNC[C@@H]1Oc2c(NC(=O)c3ccc(-c4nccs4)cc3)cccc2C(=O)N([C@@H](C)CO)C[C@H]1C	-11	2	-1	7	-0.1	3.3	-9	1.8
O=S(=O)(Nc1c(O)ccc2ccccc12)c1ccc(F)cc1	15	-25	2	.	.	0.2	.	0.7
CN1C(=O)c2cc(NS(=O)(=O)c3cccc(F)c3)ccc2OC[C@@H]2O[C@H](CC(=O)NCCN3CCCCC3)CC[C@@H]21	-3	2	.	7	0.1	0.0	0	-1.2
C[C@@H]1C(=O)O[C@H]2C[C@@]34[C@H]5C[C@@H](C(C)(C)C)[C@]36[C@@H](OC(=O)[C@@H]6O)O[C@@]4(C(=O)O5)[C@]21O	-2	-8	-1	-6	9.0	0.0	-10	-0.3
CCOC1=C2CN(S(=O)(=O)c3ccc(C)cc3)[C@H](c3ccccc3)C[C@H]2n2c(=O)n(-c3ccccc3)c(=O)n2C1	5	-12	-2	-6	.	0.2	9	-0.3
COc1cccc(-c2ccc3c(c2)[C@@H]2[C@@H](CCN2S(=O)(=O)c2cccc(OC)c2)[C@@H](CO)N3)c1	-15	-5	1	9	-0.8	0.0	-4	-2.2
CN(C)CCCNc1ncnc2c1cnn2Cc1ccccc1Cl	3	-12	-27	-19	-0.1	0.2	1	-2.0
Cc1ccc(NS(=O)(=O)c2ccc3c(c2)NC(=O)CCS3)cc1C	5	-7	7	-12	.	0.0	-25	0.2
COC1=C(Br)C(=O)c2nc(C)ccc2C1=O	-3	-7	95*	2	-0.3	-0.1	7	1.1
CCOC(=O)c1cc(-c2ccc(F)cc2)nc2c1c(=O)[nH]c(=O)n2Cc1ccccc1	4	-19	1	-2	.	0.1	18	0.4
N#Cc1ccc(NC(=O)C2=COCCO2)cc1	-2	-11	-13	-7	.	0.4	.	0.8
COc1ccc(S(=O)(=O)Nc2ccc3c(c2)CC(=O)N([C@@H](C)CO)C[C@@H](C)[C@@H](CN(C)S(=O)(=O)c2ccccc2)O3)cc1	?	.	.	-4	0.2	0.3	-9	-1.9
N#Cc1ccc(-c2ccc([C@@H]3[C@H]4CN(C(=O)Cc5ccccc5)CC(=O)N4[C@H]3CO)cc2)cc1	19	-30	-1	.	-0.5	0.1	-8	-2.9
C[C@H]1CN([C@@H](C)CO)C(=O)CCCn2nncc2CO[C@@H]1CN(C)S(=O)(=O)c1ccccc1C#N	-7	-7	2	.	-0.4	0.3	2	0.1
Cc1cc(F)c(F)c(C(=O)N2C(C)CCCC2C)c1Cl (centres undefined)	-3	-8	-3	.	.	-0.1	6	0.1
COc1ccc([C@@H]2[C@@H]3C(=O)N(C(C)(C)C)C(=O)[C@@H]3[C@]3(C)C(=O)N(c4ccc(C)cc4)C(=O)N23)cc1	1	-4	0	1	-0.2	-0.2	-31	0.7
O=C(C[C@H]1CC[C@H]2[C@@H](COC[C@H](O)CN2Cc2ccc3c(c2)OCO3)O1)Nc1ccc(-c2ccccc2)cc1	1	.	.	12	-0.1	0.1	-5	1.1
COc1ccc(S(=O)(=O)N(C)C[C@H]2OCCCC[C@@H](C)Oc3ccc(NC(=O)c4ccccc4)cc3C(=O)N([C@@H](C)CO)C[C@H]2C)cc1	16	-54	1	3	0.5	-0.7	-19	-3.0
CN(C)C(=O)C[C@@H]1CC[C@@H]2[C@H](COC[C@H](O)CN2C(=O)C2CCOCC2)O1	0	-22	-1	-2	0.0	0.2	11	0.6
Cc1noc(C)c1NC(=O)N(C)C[C@@H]1Oc2ccc(NC(=O)Nc3ccccc3)cc2C(=O)N([C@H](C)CO)C[C@H]1C	-5	-1	-1	0	.	-0.3	12	-1.1
COc1ccc(-c2noc(CCC(=O)N3CCN(c4ccccc4F)CC3)n2)cc1	1	4	3	-2	-0.1	0.0	11	2.1
C[C@@H]1CCCCO[C@@H](CN(C)C(=O)c2ccncc2)[C@H](C)CN([C@H](C)CO)C(=O)c2cc(NC(=O)C3CCCCC3)ccc2O1	?	13	-3	-2	-0.1	-0.4	15	0.4
CN1CCN(C(=O)C[C@H]2CC[C@H](NC(=O)Cc3ccccn3)[C@@H](CO)O2)CC1	-1	1	-2	-3	0.3	-0.2	16	0.2
